Source: PubChem BioAssay
H37Rv inhibition: M. tuberculosis growth inhibition, HTS (AID 449762) | M. tuberculosis H37Rv growth inhibition, 7H9 media; higher % means a stronger effect | inhibition, % at 25 µM; hits with a dose series show IC50 in µM | 0.59% of 330,000 active; in the data active = a potency from the dose series; inconclusive = inhibition above about 70% without an active follow-up result;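 also: bacterial growth assessed after seven days of incubation; strong numbers were not always called active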
tuberculosis growth: growth inhibition of non-replicating M. tuberculosis (AID 488890) | 0.39% of 320,000 active | Mycobacterium tuberculosis non-replicating, growth inhibition; higher % means a stronger effect | one-dose inhibition, % at 25 µM; IC50 in µM for titrated hits; in the data active = a potency from the dose series; inconclusive = inhibition mostly from about 82% at the one dose, without a potency; inactive = the rest, 99 in 100 with inhibition below about 76%;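 also: plate controls were DMSO cells for no effect and high antibiotic wells for full effect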
influenza NS1A: H1N1 influenza NS1A inhibitors, functional cell based assay (AID 504329); NS1A functional cell-based assay, percent inhibition; higher % means a stronger effect; one-dose inhibition, % at 12.5 µM; IC50 in µM for titrated hits; 0.3% of 340,000 active; in the data active = a potency from the dose series; inconclusive = inhibition above about 27% without an active follow-up result; also: strong numbers were not always called active
PhoP GFP inhibition: Inhibition of PhoP regulon, Salmonella typhi GFP reporter cells, confirmation, 4 h (AID 1850). inhibition, % at 50 µM, or IC50 in µM where a hit was titrated. Salmonella Typhi PhoP-promoter GFP reporter, fluorescence, 4 h; higher % means a stronger effect. 0.33% of 310,000 active; in the data active = a potency from the dose series; inconclusive = inhibition mostly from about 25% at the one dose, without a potency; inactive = the rest, 99 in 100 with inhibition below about 19%;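 also: 0% = induced wells with vehicle and 100% = uninduced wells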
VEEV TC-83 Vero: inhibitors of VEEV TC-83 cytopathic effect, confirmation, Vero cells (AID 588727). 0.13% of 350,000 active. Vero cells, VEEV TC-83 cytopathic effect inhibition; higher % means a stronger effect. inhibition, % at 20 µM, or IC50 in µM where a hit was titrated; in the data active = a potency from the dose series; inconclusive = inhibition mostly from about 14% at the one dose, without a potency; inactive = the rest, 99 in 100 with inhibition below about 12%; also: strong numbers were not always called active
VEEV TC-83 Vero 10K pilot screen: further read-out of VEEV TC-83 Vero, marked with its call; inhibition, %; measured here: 10K pilot screen inhibition
The depositor's hits bear a star; i = inactive; ? = inconclusive; . = not tested or not shown.

The opening 2 compounds (preview)
SMILES	H37Rv inhibition	tuberculosis growth	influenza NS1A	PhoP GFP inhibition	VEEV TC-83 Vero	others
O=C(Nc1cccc2ncccc12)c1ccccc1Cl	1%	24%	3%	-4%	1.0%
N#Cc1cnn(-c2ccccc2)c1NC(=O)c1ccccc1F	-8%	-5%	-11%	.	3.6%

The listing, repeating the preview:
SMILES	H37Rv inhibition	tuberculosis growth	influenza NS1A	PhoP GFP inhibition	VEEV TC-83 Vero	others
O=C(Nc1cccc2ncccc12)c1ccccc1Cl	1%	24%	3%	-4%	1.0%
N#Cc1cnn(-c2ccccc2)c1NC(=O)c1ccccc1F	-8%	-5%	-11%	.	3.6%
CCN1CCN(CCNC(=O)c2ccc3c(c2)N(Cc2ccc(F)cc2)C(=O)/C(=C/c2ccccc2)S3)CC1	?	76%	5%	45µM*	i
Cc1ccc(-n2cc(CN(C)Cc3nccn3C)c(-c3cccc(C)c3)n2)cc1	9.5µM*	?	0%	7%	1.2%
Cn1c(Cn2c(=O)sc3ccccc32)nnc1SCC(=O)Nc1ccccc1F	1%	-24%	8%	-7%	0.1%
Cc1ccccc1NC(=O)COc1ccccc1C	4%	16%	-4%	-4%	i
COc1cc(NC(=O)CN2C(=O)C(=O)N(C3CCCC3)C2=O)cc(OC)c1	3%	8%	3%	.	0.7%
Fc1ccc2[nH]c3c(N4CCc5ccccc5C4)ncnc3c2c1	3%	51%	.	-2%	.
CCCOc1ccc(Cn2c(=O)oc3ccc(C)cc32)cc1OC	-5%	16%	2%	-7%	2.5%
COc1ccc(CCNC(=O)CSCC(=O)Nc2ccccc2)cc1OC	-2%	-6%	-26%	-3%	0.5%
Cc1ccccc1-n1nnnc1SCc1ncc(-c2ccccc2)o1	3%	4%	4%	-5%	5.8%
Cc1ccccc1NC(=S)NCc1ccco1	12%	31%	7%	-2%	0.4%
O=C(Nc1ccccc1)N(CCCN1CCOCC1)Cc1cccs1	-12%	.	24%	-1%	i
Cc1ccccc1-c1nnc(SCC#N)o1	-5%	.	-5%	-4%	1.6%
CC(C)NC(=O)Nc1cccc2c1O[C@H](CN(C)C(=O)Nc1ccc(C(F)(F)F)cc1)[C@@H](C)CN([C@H](C)CO)C2=O	8%	23%	-31%	.	0.1%
CN1C(=O)c2cccc3c(Cl)ccc(c23)C1=O	46%	-1%	4%	-13%	5.2%
COc1ccc(Cl)cc1NC(=O)CN(C)CC(=O)NCc1cccs1	-5%	0%	0%	.	4.0%
Oc1ccc(Oc2ncc(Cl)cc2Cl)cc1	-4%	-2%	7%	13%	i
Cc1cccc(C)c1N(CC(=O)N1CCN(C)CC1)S(C)(=O)=O	1%	-2%	1%	-4%	i
Cn1c(SCC(=O)NC(C)(C)C)nc(O)cc1=O	-1%	-4%	-22%	1%	0.7%
Cc1nc2sccn2c(=O)c1S(=O)(=O)Nc1ccc(N2CCOCC2)c(Cl)c1	-8%	-5%	0%	-7%	0.8%	VEEV TC-83 Vero 10K pilot screen=1.1
CCOc1ccc(Cl)cc1S(=O)(=O)N1CCC(C(=O)NC2CC2)CC1	1%	-8%	-4%	10%	0.4%
COc1cc(/C=N/NC(=O)NC23CC4CC(CC(C4)C2)C3)ccc1OCC(N)=O	4%	13%	-5%	-1%	7.2%
COc1ccc(C2C=C(c3ccccc3)Nc3ncnn32)cc1 (centres undefined)	18%	9%	-22%	-3%	9.7%
CCOc1ccc(NC(=O)c2ccc(S(=O)(=O)N(C)C)cc2)cc1	-9%	.	10%	-3%	0.6%

(listing goes on)
SMILES	H37Rv inhibition	tuberculosis growth	influenza NS1A	PhoP GFP inhibition	VEEV TC-83 Vero	others
COc1nc(Nc2cccc([N+](=O)[O-])c2)nc(OC)n1	-3%	-14%	-7%	4%	0.4%
Cc1ccc(O)c(C(=O)c2cc(C(=O)NCc3ccccc3)c(=O)n(Cc3ccccc3)c2)c1	18%	13%	-1%	-6%	0.1%
C=CCCc1ccc(C#N)c(SCc2c(C(=O)OCC)c3cc(OC(C)=O)c(Br)cc3n2C)n1	4%	-2%	6%	8%	0.7%
CC1(C)OC(=O)N2CCc3ccccc3C21C (centres undefined)	-5%	2%	-2%	0%	2.0%
O=C(Nc1ccccc1C(=O)Nc1ccncc1)c1ccc([N+](=O)[O-])cc1	4%	27%	-10%	4%	i
O=C(O)CCn1cc(C=C2C(=O)NC(=S)NC2=O)c(-c2cccc(Cl)c2)n1	-3%	6%	3%	-13%	i
CC/C(=N/NC(=O)c1ccccc1O)c1c(C)[nH]n(-c2ccccc2)c1=O	16%	75%	1%	-1%	i
Cc1cc(C)nc(OC(=O)c2c(Cl)cc(Cl)cc2Cl)n1	-3%	30%	8%	-6%	?
C=CCC1(Nc2ccccc2)CC(C)N(C)CC1C (centres undefined)	2%	-5%	6%	3%	8.9%
O=C(Cn1c(=O)n(-c2ccccc2)c(=O)c2oc3ccccc3c21)Nc1ccccc1	-7%	-8%	-5%	-8%	0.8%
COc1cc(NC(=O)c2cccnc2)ccc1NC(=O)c1ccccc1Cl	12%	46%	-11%	3%	6.0%
CCC(C)(C)NC(=O)CSc1nc(Cc2ccccc2)nc2ccccc12	1%	29%	-2%	-3%	10%
COc1ccc(N(CC(=O)NCC2CCCO2)S(=O)(=O)c2c(C)noc2C)cc1 (centres undefined)	-4%	6%	-4%	-9%	i
Cc1cccc(Cn2c(C)nc3c(N)c(C)c(C)cc32)c1	10%	11%	19%	6%	2.9%
COC1CCCCC1Nc1cc(C)ccc1C (centres undefined)	-3%	-12%	-5%	-23%	i
CCC(=O)Nc1cccc(C2=NOC3(C2)C[C@@H](C(N)=O)N(C(=O)CC(c2ccccc2)c2ccccc2)C3)c1 (some centres undefined)	13%	33%	0%	-3%	1.2%
O=C(NCCCn1ccnc1)c1ccc(Br)cc1	-4%	3%	-2%	4%	i
CC(NC(=O)/C=C/c1ccco1)c1nc2ccccc2n1Cc1ccccc1F (centres undefined)	4%	20%	6%	3%	i
CC(=O)N/C(=C\c1ccc2c(c1)OCO2)C(=O)NC(C(=O)O)c1ccccc1 (centres undefined)	-10%	-7%	-2%	5%	0.2%
CS(=O)(=O)c1ccc(NC(=O)C2CCCN(C(=O)c3ccc(Cl)cc3)C2)cc1 (centres undefined)	-8%	21%	2%	.	1.6%
N#CC1=C(Nc2ccccc2)SC=C(c2ccccc2)N=C1N1CCOCC1	.	.	5%	.	4.8%
CCS(=O)(=O)N1CCC(NC(=O)C(Cc2cc(OC)ccc2OC)NC(C)=O)CC1 (centres undefined)	-2%	-11%	1%	2%	i
CCNC(=O)c1ccc(NS(=O)(=O)c2ccccc2)cc1	2%	-5%	3%	-4%	3.8%
O=C(NCC(=O)N1CCN(C(c2ccccc2)c2ccccc2)CC1)c1ccccc1F	13%	12%	11%	6%	3.8%
O=C(Nc1nc2ccc(S(=O)(=O)N3CCOCC3)cc2s1)c1cccs1	0%	-4%	-19%	-2%	2.2%

Next part:
SMILES	H37Rv inhibition	tuberculosis growth	influenza NS1A	PhoP GFP inhibition	VEEV TC-83 Vero	others
CCCCNC(=O)CCn1c(=O)c2cccn2c2ccc(F)cc21	11%	-3%	0%	8%	1.2%
CCCc1cc(C(=O)Nc2cccc(Cl)c2C)no1	?	?	-12%	-29%	i
O=C(NC1CCCCCCC1)C1CCN(S(=O)(=O)N2CCC3(CC2)OCCO3)CC1	0%	11%	-2%	-7%	i
CCCCOc1ccc(C(=O)Nc2ccc3c(c2)OCO3)cc1	37%	43%	9%	13%	1.8%
Cc1cc(C)c(OCCN2C(=O)NC(C)(C)C2=O)c(Cl)c1	-4%	-4%	1%	-6%	i
COC(=O)c1ccc(-c2cc(CC3(C(=O)OC)CCN(C(=O)OC(C)(C)C)CC3)on2)cc1	4%	14%	-6%	2%	7.1%
Cc1[nH]c(C)c(S(=O)(=O)N2CCCCC2)c1C(=O)N1CCCC1	-2%	0%	-1%	-11%	i
CCOC(=O)c1cccnc1NC(=O)c1ccccc1	0%	61%	-2%	-7%	i
O=C(Cn1cccc1C(=O)c1ccccc1)NCc1ccc2c(c1)OCO2	3%	0%	17%	3%	1.3%
CCc1ccc2[nH]c(=O)c(CN(CCN3CCCC3)C(=O)NC3CCCCC3)cc2c1	21%	66%	-19%	-6%	2.2%
COc1ccc(CCNC(=O)c2ccc([N+](=O)[O-])cc2Cl)cc1OC	-3%	14%	1%	1%	1.9%
O=C(c1cccs1)N(Cc1ccco1)C1CCS(=O)(=O)C1 (centres undefined)	-7%	-15%	4%	-6%	1.2%
COc1cc(-c2nnc(-c3ccccc3)o2)cc(OC)c1OC	8%	-5%	1%	-5%	11%
N#Cc1cc2ccccc2nc1N	7%	6%	-4%	15%	0.2%
O=C(CN1CCC(NC(=O)Nc2ccccc2-c2ccccc2)CC1)NCc1ccco1	7%	-1%	5%	-7%	i
Cc1ccc(S(=O)(=O)/N=C(/Nc2cccc(O)c2)c2ccccc2)cc1	1%	-1%	-38%	7%	1.9%
O=C(Nc1ccccc1N1CCN(C(=O)c2ccccc2)CC1)c1ccc2c(c1)OCO2	-6%	29%	-1%	-12%	9.8%
CCOC(=O)c1[nH]c(C)c(C(=O)NC2CCN(C(=O)OCC)CC2)c1C	0%	-2%	-24%	-8%	0.5%
CCN(CC)C(=O)CSc1nnc(-c2ccc(S(=O)(=O)N3CCOCC3)cc2)n1C	3%	-6%	-4%	8%	1.9%
COc1ccc(NC(=S)N/N=C2\CC(C)(C)Oc3ccc(OC)cc32)cc1	0%	-23%	-3%	-3%	3.2%
O=C(COc1cc(O)c2c(=O)cc(-c3ccccc3)oc2c1)c1ccc(F)cc1	-6%	-20%	-4%	-13%	3.1%
COC(=O)N1C(=O)[C@@](Cc2ccccc2)(c2ccccc2)N1C(=O)OC	-8%	-4%	-7%	-3%	0.8%
Cc1ccc(/C=C/C(=O)c2ccccc2O)cc1	3%	25%	17%	-7%	7.5%
Cn1ncc(Cl)c1C(=O)N1CCC(Cc2ccccc2)CC1	-16%	9%	14%	-5%	1.6%
N#Cc1c(N)c2ccccn2c1C(=O)c1ccc(Br)cc1	-1%	1%	5%	1%	0.4%

Arranged by formula weight (descending): part of the list above.
SMILES	H37Rv inhibition	tuberculosis growth	influenza NS1A	PhoP GFP inhibition	VEEV TC-83 Vero	others
O=C(Nc1ccccc1N1CCN(C(=O)c2ccccc2)CC1)c1ccc2c(c1)OCO2	-6%	29%	-1%	-12%	9.8%
COc1ccc(C2C=C(c3ccccc3)Nc3ncnn32)cc1 (centres undefined)	18%	9%	-22%	-3%	9.7%
C=CCC1(Nc2ccccc2)CC(C)N(C)CC1C (centres undefined)	2%	-5%	6%	3%	8.9%

Next part:
SMILES	H37Rv inhibition	tuberculosis growth	influenza NS1A	PhoP GFP inhibition	VEEV TC-83 Vero	others
C[C@@H](C(=O)O)[C@@H]1C[C@@]1(C)[C@@H](NC(=O)OCc1ccccc1)c1ccccc1	0%	2%	-3%	0%	2.5%
O=C1CSC(c2cccnc2)N1CC1CC1 (centres undefined)	2%	-7%	-3%	18%	0.1%
CCc1ccc(C(C)(O)C(CN2CCOCC2)c2ccccc2)cc1 (centres undefined)	1%	0%	-10%	-15%	i
CCCCNC(=O)c1c(CSc2ccc(Cl)cc2)noc1C(=O)NCCC	-1%	9%	-14%	11%	0.8%
Cc1ccc(C2=NC(C(F)(F)F)(C(F)(F)F)c3c(n(-c4ccc(F)cc4)c(=O)[nH]c3=O)N2)cc1	4%	11%	-4%	-15%	2.3%
CCN(c1ccccc1)S(=O)(=O)c1ccc(OC)c(NC(=O)Cc2ccc(OC)c(OC)c2)c1	7%	17%	-4%	.	7.3%
Cn1c(=O)cc(SCC(=O)NCc2ccco2)c2ccccc21	-2%	-3%	1%	-3%	4.4%
CCC(=O)Nc1nnc(SCC(=O)Nc2ccc3c(c2)OCO3)s1	1%	1%	7%	0%	1.6%
Cc1cc(C)cc(C(=O)NCC(=O)OCN2C(=O)c3ccccc3C2=O)c1	0%	-7%	0%	.	1.6%
O=C1NC(c2ccc(-c3ccccc3[N+](=O)[O-])o2)C(C(=O)c2ccc(F)cc2)C(O)(C(F)(F)F)N1 (centres undefined)	6%	6%	1%	-4%	4.2%
Cc1c(CN2CCC(CO)(CCOc3ccccc3)CC2)[nH]c2c(Cl)cccc12	?	8.9µM*	18%	14%	i
CCCN(CCC)C1=N/C(=C\c2ccco2)C(=O)N1c1ccccc1	6%	12%	0%	6%	4.6%
O=C(c1ccccc1)c1nc2c(n1O)CCCCC2	-3%	21%	4%	9%	i
CCCn1ccc2c(OCC(=O)Nc3ccc(NC(C)=O)cc3)cccc2c1=O	6%	1%	5%	14%	i
